# Assay outcomes (PubChem)
# DDE Tn6 FP inh: inhibitors of Tn6 peptide binding to fibrin DD(E), primary screen, biochemical, fluorescence polarization, human fibrin, Tn6 probe; Fibrinogen beta chain (Homo sapiens), P02675; Fibrin DD(E) TRITC-Tn6 fluorescence polarization displacement; inhibition, % at 8.3 µM; 0.21% of 370,000 active; AID 720509, 2013;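 active = inhibition above a per-campaign cutoff: mean of compounds within control limits plus 3 SD, cut at about 15% in these data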;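 note: 0% = median of all compound wells on the plate and 100% = blocking peptide control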
# Target sequence (P02675 whole entry, looked up): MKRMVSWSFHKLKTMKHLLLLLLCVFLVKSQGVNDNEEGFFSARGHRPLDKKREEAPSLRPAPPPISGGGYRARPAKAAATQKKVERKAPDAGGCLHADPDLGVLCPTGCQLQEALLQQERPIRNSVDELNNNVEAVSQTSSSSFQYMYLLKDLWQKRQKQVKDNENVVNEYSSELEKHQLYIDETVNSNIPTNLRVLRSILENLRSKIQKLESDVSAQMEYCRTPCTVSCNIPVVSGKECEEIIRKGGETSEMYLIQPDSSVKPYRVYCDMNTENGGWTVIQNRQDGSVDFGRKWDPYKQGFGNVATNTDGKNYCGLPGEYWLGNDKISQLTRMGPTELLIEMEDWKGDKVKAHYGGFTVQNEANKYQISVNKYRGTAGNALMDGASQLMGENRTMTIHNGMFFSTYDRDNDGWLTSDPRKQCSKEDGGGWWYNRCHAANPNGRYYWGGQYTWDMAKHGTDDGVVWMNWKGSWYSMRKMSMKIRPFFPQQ
# PLC-beta3 inh: human PLC-beta3 inhibitors, primary screen, biochemical, fluorescence; 1-phosphatidylinositol 4,5-bisphosphate phosphodiesterase beta-3 (Homo sapiens), Q01970; Purified PLC-beta3, fluorogenic substrate; inhibition, % at 12.2 µM; 0.18% of 370,000 active; in the data active = inhibition above about 11%;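 note: 0% = median of compound wells on plate and 100% = full blocker control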
# UHRF1 MBD2 ctr: UHRF1 methylated DNA binding inhibitors, primary screen, counter-screen for MBD2 inhibitor project, biochemical, TR-FRET, human UHRF1, single concentration. UHRF1 binding to methylated oligo. inhibition, % at 4.4 µM. 0.75% of 370,000 active. AID 687016, 2013; in the data active = inhibition above about 21%;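 note: UHRF1 SRA domain binding a hemimethylated CpG hairpin DNA probe; 0% = median of test compound wells and 100% = reference inhibitor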
# Tn7 DDE FP: inhibitors of Tn7 peptide binding to fibrin DD(E), primary screen, biochemical, fluorescence polarization, human fibrin, Tn7 probe; Fibrinogen beta chain (Homo sapiens), P02675; FP displacement of FITC-Tn7 peptide from fibrin DD(E); 0% = median of compound wells per plate; inhibition, % at 8.3 µM; 0.13% of 370,000 active; AID 720508, 2013;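 active = inhibition above the mean of compounds falling within the control limits plus 3 SD of them, cut at about 14% in these data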;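 note: 0% = plate median of compound wells and 100% = 10 µM Aha-Tn7 peptide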
#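 System: human fibrin DD(E); quantity: Fibrin-DD(E) at 2 µM final; also added: fluorescent Tn7 probe at 0.1 µM; compound dosing: single nominal test concentration of 8.3 µM per compound; schedule: 10 min preincubation, 3 h with tracer, room temperature; detection: fluorescence polarization of the labelled Tn7 tracer; repeats: one replicate per compound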
# ASAP1 GAP inh: inhibitors of human ASAP1 ArfGAP activity, primary screen, biochemical, fluorescence polarization | Arf-GAP with SH3 domain, ANK repeat and PH domain-containing protein 1 (Homo sapiens), … | ASAP1-stimulated ARF1 GTP hydrolysis, GDP FP detection | inhibition, % at 16.5 µM | 0.19% of 360,000 active | AID 624377, 2012; in the data active = inhibition above about 25%;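 note: 0% = vehicle with enzyme and substrate and 100% = no enzyme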
# ARFGAP1 inhibitor: inhibitors of rat ARFGAP1 GAP activity, primary screen, biochemical, fluorescence polarization, GDP tracer. ADP-ribosylation factor GTPase-activating protein 1 (Rattus norvegicus), Q62848. Arfgap1-stimulated ARF1 GTP hydrolysis, GDP FP detection. inhibition, % at 16.5 µM. 0.26% of 360,000 active. AID 651572, 2012;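 active = inhibition above a per-plate limit, mean inhibition of low control wells plus 3 SD, cut at about 25% in these data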;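 note: 0% = DMSO wells with enzyme and 100% = wells lacking Arfgap1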
#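 Material – truncated rat Arfgap1 GAP domain · Buffer or medium – HEPES-based buffer, pH 7.5 · Reagent – human ARF1(Δ1-17)-GTP substrate · Dosing – 16.5 µM single point, 1.26% DMSO · Schedule – GTP hydrolysis reaction 2 h at 25 °C · Technique – GDP detection by fluorescence polarization · Benchmarks – No-Arfgap1 wells (100%) versus DMSO full-reaction wells (0%) · Repeats – single replicate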
# Rev-erbA mod: modulators of Rev-erb alpha DNA binding, primary screen, biochemical, FITC-DNA, fluorescence polarization, uHTS | Nuclear receptor subfamily 1 group D member 1 (Homo sapiens), P20393 | Rev-erbα–FITC-DNA binding, 90 min | activity, % at 10 µM | 0.79% of 370,000 active;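 active = activity above about 14%, limit read from the data; passing the limit was not always enough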;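 note: 0% = DMSO wells with 35 nM protein and 100% = DMSO wells with 750 nM protein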
# PLC-gamma1 inh: PLC-gamma1 enzyme inhibitors, primary screen, biochemical, fluorescence, purified enzyme; fluorogenic substrate; inhibition, % at 12.2 µM; 0.84% of 370,000 active; AID 720700, 2013; in the data active = inhibition above about 9.5%
# proKLK7 act: proKLK7 zymogen activators, primary screen, biochemical, fluorescence intensity; activation, % at 7 µM; AID 652039, 2013; Kallikrein-7 (Homo sapiens), P49862; 0.9% of 370,000 active; purified proKLK7, EDANS-DABCYL substrate fluorescence; 100% is mature enzyme control, 0% vehicle;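 active = activation above the mean of all tested compounds plus 3 SD, computed per campaign excluding outliers beyond control limits, cut at about 13% in these data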
# HGIII-sPLA2 inh: human group III sPLA2 inhibitors, primary screen, biochemical, QFRET, BODIPY PC-A2 liposome substrate; QFRET BODIPY PC-A2 liposome hydrolysis, fluorescence; inhibition, % at 12.2 µM; 0.56% of 370,000 active; AID 743126, 2013;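 active = inhibition above mean plus 3 SD of compounds lying within the high and low control bounds, cut at about 19% in these data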;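 note: 0% = median of test compound wells and 100% = no enzyme DMSO wells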
# Target sequence (Q9NZ20 whole entry, looked up): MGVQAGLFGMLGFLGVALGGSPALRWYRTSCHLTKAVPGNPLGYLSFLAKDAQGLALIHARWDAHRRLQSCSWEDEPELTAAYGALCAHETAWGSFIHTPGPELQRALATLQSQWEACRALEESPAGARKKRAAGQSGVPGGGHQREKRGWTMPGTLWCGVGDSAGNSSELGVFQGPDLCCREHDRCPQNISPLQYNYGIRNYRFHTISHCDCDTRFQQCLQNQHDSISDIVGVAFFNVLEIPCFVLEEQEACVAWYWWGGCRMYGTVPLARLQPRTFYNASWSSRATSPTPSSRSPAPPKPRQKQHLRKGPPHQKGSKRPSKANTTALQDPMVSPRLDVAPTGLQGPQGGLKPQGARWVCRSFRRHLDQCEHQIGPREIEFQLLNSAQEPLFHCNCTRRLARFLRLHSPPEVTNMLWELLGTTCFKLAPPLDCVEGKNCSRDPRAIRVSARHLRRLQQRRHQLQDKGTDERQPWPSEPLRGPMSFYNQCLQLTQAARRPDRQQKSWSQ
# * hit, by the source's call; / = no result given. Random draw from the library. About 4.5% of those tested had a hit in this group.
mol	DDE Tn6 FP inh	PLC-beta3 inh	UHRF1 MBD2 ctr	Tn7 DDE FP	ASAP1 GAP inh	ARFGAP1 inhibitor	Rev-erbA mod	PLC-gamma1 inh	proKLK7 act	HGIII-sPLA2 inh
COc1ccc(-n2c(SCC(=O)Nc3ccccc3OC)nc(O)c(Cc3ccccc3)c2=O)cc1	5	-11	5	1	-4	-9	0	1	-0.2	-1
CCc1nnc(NC(=O)CSc2nnc(-c3ccc(O)cc3)n2C)s1	6	2	-1	-4	10	-3	-4	0	0.2	-4
COc1cccc(-c2ccc3c(c2)N(Cc2ccccc2OC)C(=O)C(C)S3)c1 (stereo not given)	4	-2	1	-4	5	-6	4	3	0.6	-14
COc1cc(NC(=O)C2CCCN(S(=O)(=O)c3ccc(C(C)(C)C)cc3)C2)cc(OC)c1 (stereo not given)	2	-2	2	-3	/	/	-1	0	0.2	3
Cc1cc(OCc2cc(C(=O)N3CCN(CC4CC4)CC3)no2)cc(C)c1Cl	-2	-14	2	-3	23	5	-9	-21	0.2	-3
Cc1ccc(/C=C/C(=O)O)cc1S(=O)(=O)N1CCC(Cc2ccccc2)CC1	-2	-3	-2	2	-3	0	2	-1	0.1	-2
CN(C)S(=O)(=O)c1cccc(NC(=O)COC(=O)c2cc(-c3cccc(Br)c3)nc3ccccc23)c1	-2	-1	2	-1	16	13	-1	3	-3.7	-11
COC(=O)CSC1=C(C#N)C(c2ccccc2)CC(=O)N1 (stereo not given)	-2	0	-1	10	-21	2	-3	-2	-0.2	-4
Cc1cc(/C=C2/NC(=O)N(c3ccccc3)C2=O)c(C)n1C(C)C	4	-40	1	1	7	10	-4	-37	0.1	0
Cc1ccc(CN2C(=O)c3ccccc3Sc3ccc(C(=O)NCCN4CCOCC4)cc32)cc1	13	-6	1	6	14	3	6	0	0.1	-34

# Profiles from above. Order of screens: DDE Tn6 FP inh, PLC-beta3 inh, UHRF1 MBD2 ctr, Tn7 DDE FP, ASAP1 GAP inh, ARFGAP1 inhibitor, Rev-erbA mod, PLC-gamma1 inh, proKLK7 act, HGIII-sPLA2 inh
# Cc1cc(OCc2cc(C(=O)N3CCN(CC4CC4)CC3)no2)cc(C)c1Cl is entered as -2, -14, 2, -3, 23, 5, -9, -21, 0.2, -3
# Cc1cc(/C=C2/NC(=O)N(c3ccccc3)C2=O)c(C)n1C(C)C is entered as 4, -40, 1, 1, 7, 10, -4, -37, 0.1, 0

# Continued:
mol	DDE Tn6 FP inh	PLC-beta3 inh	UHRF1 MBD2 ctr	Tn7 DDE FP	ASAP1 GAP inh	ARFGAP1 inhibitor	Rev-erbA mod	PLC-gamma1 inh	proKLK7 act	HGIII-sPLA2 inh
CCCC(=O)n1nc(-c2cccnc2)nc1N	-1	1	-3	2	-11	-3	3	2	0.1	-1
Nc1c(N=Nc2ccccc2F)c(=O)[nH]n1-c1ccccc1	-3	1	-3	-1	-5	10	6	4	0.1	14
CCOC(=O)Cn1nc(-c2ccccc2)nc1-c1ccccc1	-3	3	0	-11	9	1	2	2	0.7	-3
Cn1cc(C(C[N+](=O)[O-])c2ccccc2)c2ccccc21 (stereo not given)	5	-3	3	-7	1	3	5	-1	-0.1	-35
O=C(Nc1ccc(C(=O)N2CCCCC2)cc1)c1ccccc1Br	2	-4	-2	-2	4	-7	0	1	-0.8	-6
O=C(Nc1ccncc1)C1CCN(S(=O)(=O)c2cccc(C(F)(F)F)c2)CC1	-2	-3	-1	8	-15	-12	-2	3	0.0	-5
Fc1ccc(C2CC(c3ccco3)=Nc3ccccc3S2)cc1 (stereo not given)	6	1	-1	-5	3	5	-4	0	-0.3	3
O=C(CCN1CCOCC1)NNC(=O)c1ccc([N+](=O)[O-])cc1[N+](=O)[O-]	2	3	-2	2	8	6	-10	3	-0.3	1
Cc1ccccc1OCCn1cc(/C(N)=N/O)c2ccccc21	-3	2	-2	-3	9	5	-8	1	0.3	-35
COC(=O)C1=C(NC(=O)COc2ccc(Cl)cc2Cl)CCS1	-3	3	-1	-2	12	-1	-1	3	-0.5	2
COc1ccccc1C(=O)C1CCCN(C(=O)CCn2cnnn2)C1 (stereo not given)	3	-5	0	-4	-2	10	1	-1	0.1	-6
CC(=O)c1cccc(OCC(=O)Nc2cccc(C(=O)Nc3c(C)n(C)n(-c4ccccc4)c3=O)c2)c1	-1	-2	4	1	6	15	6	2	0.0	-5
Cc1cc(C(=O)N/N=C/c2cccc([N+](=O)[O-])c2)c(C)o1	0	6	3	-8	-9	8	1	7	0.0	6
CC(=Nc1ccc(Br)cc1)c1sc2ccccc2c1O	8	-33	0	-6	-8	6	3	-14	0.2	2
CN(C(=O)C1CCCCN1S(=O)(=O)c1ccccc1)c1ccccc1 (stereo not given)	3	0	-3	-1	-1	-11	9	4	0.0	6
CCOCCCNC(=O)CN1N=C(c2ccc(C)cc2)CCC1=O	0	-10	2	0	8	7	1	1	-0.6	10
Nc1ccc(C(=O)OCCCc2nc3cc4ccccc4cc3[nH]2)cc1	6	-7	-1	3	10	-2	-3	0	0.5	0
Cc1nonc1C(=O)N/N=C/c1ccc([N+](=O)[O-])o1	2	-1	-5	-11	1	-3	1	1	0.4	-2
CCCN(C(=O)COC(=O)c1nc2nccc(C)n2n1)C1CCS(=O)(=O)C1 (stereo not given)	-3	-4	1	-4	-14	-5	9	0	0.3	2
c1csc(-c2noc(COc3ccc4c(c3)CCCC4)n2)c1	8	-3	0	-1	2	9	-1	0	0.0	-1
CC1=NC(C)Cc2ccccc21 (stereo not given)	-7	-5	1	-4	2	1	0	-1	0.8	-2
Cc1nn(CC(=O)Nc2nc3ccccc3s2)c(C)c1[N+](=O)[O-]	-5	0	-2	-5	-11	21	1	0	-0.7	-11
Cc1nc(NC(=O)c2ccc3c(c2)OCO3)ccc1Br	-3	1	1	1	8	-3	1	4	0.4	1
Cc1ccsc1C(=O)N1CCCC1(C)C(=O)NCC(C)C (stereo not given)	1	6	-4	7	-14	-16	0	3	0.3	3
COc1cccc(C(=O)c2cc3ccc(O)cc3oc2=O)c1	0	-18	1	0	-4	-1	-2	-12	-1.0	-5
O=S(=O)(c1cccs1)N1CCN(c2ccccn2)CC1	-5	2	0	-3	-6	-6	3	0	-0.1	-2
CCN(CC)S(=O)(=O)c1ccc2oc(C(=O)Nc3ccc(OC)cc3OC)c(C)c2c1	2	-4	0	-2	6	-12	-4	-1	0.1	-2
COCCNc1ncnc2c1[nH]c1ccccc12	-15	-18	3	1	1	3	0	-10	0.2	8
Nn1cnnc1N/N=C/c1ccc(Cl)c([N+](=O)[O-])c1	3	5	10	8	6	4	0	12*	-0.5	-2
O=C(O)c1[nH]c2ccccc2c1NS(=O)(=O)c1ccc(F)cc1	-2	-2	-6	-6	7	1	-4	1	0.3	-8
CCOC(=O)c1cnc2c(c(C)nn2-c2ccc(C)cc2)c1Cl	-7	-6	3	-1	5	5	3	4	-0.6	13
Cc1cccc(-n2nc3c(c2NC(=O)c2ccco2)CS(=O)(=O)C3)c1C	-4	8	0	-1	-4	-2	3	4	0.2	-4
Cc1ccc(Cc2c(-c3cccc(Br)c3)nc3ccc(Cl)cn23)cc1	-6	-11	15	-7	8	-6	-1	-7	-2.5	0
Nc1ccn([C@@H]2O[C@H](CNCc3ccc(Oc4cc(-n5cccn5)ncn4)cc3)[C@@H](O)[C@H]2O)c(=O)n1	5	0	0	1	-8	-12	-6	0	0.5	0
NC(=S)N/N=C/c1ccc(-c2cc(Cl)c(Cl)cc2Cl)o1	-5	-38	-4	-2	-3	1	-1	-32	0.4	5
COc1ccc(C2=NNC(c3cccs3)=Nc3ccc(OC)cc32)cc1	4	-4	0	-6	-2	0	2	-4	0.7	7
Cc1ccc(O)c(C2=NOC(O)(C(F)(F)F)C2)c1 (stereo not given)	2	-3	1	-4	3	6	0	8	0.1	-8
O=C(NCC(=O)N1CCc2ccccc2C1)c1ccc(Cl)cc1Cl	-4	2	-3	3	-6	3	-5	12*	-0.2	0
COc1ccc(NC(=O)c2ccc(COc3ccccc3OC)o2)cc1OC	-1	4	1	3	5	5	5	2	0.1	-1
O=C1CCCN1CCCNc1ccc2nnc(CCC(=O)N3CCN(c4ccc(F)cc4)CC3)n2n1	7	-8	-1	6	11	12	2	-4	1.0	9
CCn1c(O)c(C2=NCCCC2)c2ccccc21	0	5	-1	3	-15	-6	-3	9.7*	0.8	8
Cc1nn(C)cc1/C=N/NC(=O)c1ccco1	4	-2	-3	-4	0	-7	2	-6	-0.1	3
COCCNC(=O)CSc1nnc(CCCN2C(=O)c3cccc4cccc(c34)C2=O)n1-c1ccccc1	-5	-12	-8	1	-4	0	7	-11	1.5	-3
CCc1nc2ccc(C(=O)N3CCC(O)(Cc4ccccc4)CC3)cn2c1N(C)C(=O)Cc1ccccc1	8	1	1	-6	9	7	0	-2	-0.4	8
Cc1ccc(NC(=O)COC(=O)CCc2c[nH]c3ccccc23)cc1	-4	0	13	12	1	-6	-6	-2	0.6	-92
COCCN1Cc2cccc(C(=O)NCc3ccccn3)c2C1=O	-6	-3	3	-5	3	12	0	2	0.1	14
O=[N+]([O-])c1ccc2oc(C3CCCCC3)nc2c1	7	-20	4	-1	1	0	-1	3	0.1	7
Cc1cc(NC(=O)Cn2nnc(-c3ccccc3N)n2)no1	-3	3	4	-3	6	-5	-4	1	0.6	-1
O=C(Nc1nccs1)c1cc([N+](=O)[O-])ccc1Cl	6	-3	-3	0	0	3	2	0	0.3	4
O=C(c1ccco1)N1CCN=C1SCc1cccnc1	7	1	16	-1	3	0	0	-1	-0.2	4
O=C1CC(NCCN2CCOCC2)C(=O)N1Cc1ccc(N2CCCC2=O)cc1 (stereo not given)	-2	-2	2	-6	-9	5	-2	-1	0.8	2
